# XiGFP reactiv – X-chromosome reactivation activator | XiGFP mouse fibroblasts, % GFP-positive cells imaging, 3 d; cells co-treated with 5-aza-dC sensitizer; scaled so ellipticine positive control = 100% | activation, % at 7.58 µM | 360,000 tested, 0.055% active | AID 743238;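 active means mean normalized replicate activation at least 10% and every replicate at or above 10%; inconclusive means only one of the two criteria met; inactive means mean below 10% and not all replicates reach 10%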;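 further: 0% = median of on-plate neutral control wells and 100% = ellipticine 6 µM median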
#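 System: SV40-immortalized XiGFP fibroblast cells, line 68-5-11 / Incubation: 3-day compound exposure, then 15 min fixation at room temperature / Compound: single concentration per compound, delivered by pin transfer / Buffer or medium: DMEM plus 5-aza-dC sensitizer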
# esBAF inh – SWI/SNF esBAF complex inhibition. mouse ES cells, Bmi1-luciferase knock-in reporter, 24 h; 100% = twice the neutral-well signal. reporter increase, % at 12.5 µM. 350,000 tested, 2% active; in the data active means activation above about 40%; inconclusive means no clear call, values can overlap the other calls;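 further: 0% = median of the plate's neutral control wells and 100% = double that signal; a rise in the Bmi1 reporter signal indicates esBAF inhibition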
# E-sel inducer – E-selectin induction on HUVECs | P16581 | HUVEC E-selectin immunofluorescence imaging; normalized: neutral wells 0, TNF-alpha wells 100 | activation, % at 7.58 µM | 260,000 tested, 0.37% active | AID 686992;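 active means mean E-selectin-positive cell signal at least 10% of the positive control, reached in at least 60% of replicates, without over 20% cell loss; inconclusive means no rule given, readout overlaps actives, possibly toxicity-flagged; inactive means the rest, including those meeting only one limit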;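 further: in these data hits start at about 27%; measured in HUVEC primary endothelial cells; signal is the percent of cells scored E-selectin positive by PE staining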
#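 Assay system: HUVEC primary endothelial cells. Input: 3,000 HUVEC seeded per well. Doses: one compound dose added by pin transfer. Read-out basis: % PE-positive cells. Benchmarks: TNF-alpha high, DMSO low. Detection: immunofluorescence imaging. Buffer or medium: EGM-2, gelatin.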
# FN deposit inh – fibronectin deposition inhibition; AH1F fibroblasts, Alexa488-fibronectin deposition fluorescence, overnight; inhibition, % at 12.6 µM; 350,000 tested, 0.086% active; AID 743247;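 active means mean inhibition across replicates of 30% or more, regardless of how many single replicates reach that level; inconclusive means mean under 30% yet at least half of replicates reach 30%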;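 further: positive control wells lacked labelled fibronectin entirely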
#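 Material: AH1F fibroblast monolayer depositing Alexa488-labelled fibronectin into matrix / Amount: 10000 AH1F cells per well / Signal: fluorescence 485/525 nm / Medium: DMEM, 2% serum / Compound: single dose, pinned / Incubation: 1 h cell adhesion before compound, then overnight fibronectin incubation / Reagent: Alexa488-FN, 24 nM final / Read-out: inhibition of fibronectin deposition signal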
# S100A4 inh HTS – blocks human S100A4 binding to myosin IIA peptide; AID 652163; S100A4/TAMRA-MyoIIA peptide fluorescence polarization; P26447; inhibition, % at 10.7 µM; 360,000 tested, 0.14% active;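 active means mean inhibition of at least 70% across replicates, with every replicate also reaching that level; inconclusive means mean inhibition reaches 70% but some replicates fall short; inactive means mean inhibition below 70%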
# Target sequence (P26447 whole entry, looked up): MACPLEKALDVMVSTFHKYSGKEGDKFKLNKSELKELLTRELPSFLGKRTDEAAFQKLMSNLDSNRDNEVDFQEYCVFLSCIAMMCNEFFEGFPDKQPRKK
#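 Test system: S100A4 monomer protein; Medium: HEPES pH 7.2 with CaCl2, KCl, NaCl, DTT, Triton; Probe or stimulus: TAMRA-labelled myosin IIA heavy-chain peptide probe, 5 nM; Doses: one dose per compound; Times: polarization read 5 min after assay mix addition, stable 5–60 min; Benchmarks: neutral control DMSO, positive control TFP.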
# RAD54 branch – inhibitors of human RAD54 branch migration; Q92698; RAD54 Holliday junction branch migration, FAM/BHQ fluorescence; inhibition, % at 10.4 µM; 360,000 tested, 0.14% active; AID 602329;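 active means mean normalized replicate activity at least 40 and at least half of replicates scoring 40 or more; inconclusive means only one of the two criteria met; inactive means mean below 40 and under half of replicates reaching 40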;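 further: 0% = median of neutral control wells and 100% = median of positive control wells; inhibitors cause a drop in the FAM fluorescence signal; in these data hits start at about 50%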
# RAD52 inh – blocks human RAD52 DNA annealing; P43351; recombinant RAD52 DNA annealing, FRET fluorescence; inhibition, % at 18.7 µM; 360,000 tested, 0.46% active;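 active means every replicate showing at least 50% inhibition; inconclusive means mean inhibition at least 50% but not in every replicate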
# Target sequence (P43351 whole entry, looked up): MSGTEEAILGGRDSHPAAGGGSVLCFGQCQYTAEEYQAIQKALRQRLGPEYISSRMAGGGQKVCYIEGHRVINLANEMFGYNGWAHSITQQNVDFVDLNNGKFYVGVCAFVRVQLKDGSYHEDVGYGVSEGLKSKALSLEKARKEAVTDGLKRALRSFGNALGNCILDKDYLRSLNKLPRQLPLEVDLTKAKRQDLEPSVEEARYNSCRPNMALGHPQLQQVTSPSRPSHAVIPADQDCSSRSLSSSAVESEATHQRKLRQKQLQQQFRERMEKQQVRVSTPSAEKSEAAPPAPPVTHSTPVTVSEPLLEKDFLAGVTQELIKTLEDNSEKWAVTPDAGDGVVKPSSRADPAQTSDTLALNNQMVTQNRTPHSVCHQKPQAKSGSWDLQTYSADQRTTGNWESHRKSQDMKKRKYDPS
# EWS-Fli block – blocks EWS/Fli oncoprotein-driven transcription | A673 NR0B1-luciferase reporter, viability-normalised | inhibition, % at 12.6 µM | 350,000 tested, 0.67% active | AID 651661;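 active means mean inhibition of at least 50% after viability correction, with every replicate also passing that limit; inconclusive means mean reaches 50% but only one of two replicates passes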;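 further: firefly luciferase signal divided by Alamar Blue viability fluorescence both relative to DMSO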
# An asterisk follows results filed as active; ? = inconclusive; / = not tested or not shown; & = joins results of further samples. No enrichment for hits; overall some 3% were active at least once.
compound	E-sel inducer	FN deposit inh	EWS-Fli block	RAD54 branch	S100A4 inh HTS	RAD52 inh	esBAF inh	XiGFP reactiv
COCCCNC(=S)Nc1ccc(S(=O)(=O)Nc2cc(OC)nc(OC)n2)cc1	-0.9	/	/	5	-16	-2	-9	0.0
CCc1cc2c(=O)oc(-c3ccccc3F)nc2s1	/	2	-3	8	-4	0	1	0.0
CC(=O)Nc1ccc(S(=O)(=O)Nc2cc3c(cc2C(C)=O)OCO3)cc1	/	1	-13	-8	-7	2	-6	0.0
COc1ccc(Cl)cc1C(=O)Nc1ccccc1N1CCCCC1	/	-5	-87	2	-25	-3	5	?
Cc1ccc(C(=O)OC2CCN(c3ccc([N+](=O)[O-])cc3)CC2)cc1	-1.0	-1	/	-12	/	/	-8	/
CCCC#Cc1ccc([C@@H]2[C@H](CO)N3CCCCN(C(=O)c4ccc5c(c4)OCO5)C[C@@H]23)cc1	-0.2	/	-6	8	1	29	/	0.4
CN(C)C(=O)[C@H]1[C@H](CO)[C@H]2Cn3c(ccc(-c4cccnc4)c3=O)[C@@H]1N2C(=O)NC1CCCC1	0.2	/	5	-6	-8	2	-3	0.2
C[C@H](CO)N1C[C@H](C)[C@@H](CN(C)Cc2cccnc2)Oc2ncc(C3=CCCCC3)cc2C1=O	-4.2	-14	-4	-12	-1	8	-3	-0.6
O=C(Nc1c[nH]c(=O)[nH]c1=O)c1ccccc1Cl	/	-9	1	6	4	0	4	0.0
Fc1ccc(N2CCN(/C=C/c3nnnn3-c3ccccc3)CC2)cc1	/	2	/	0	/	/	-4	0.1
C[C@@H]1CN([C@H](C)CO)C(=O)CCCn2nncc2CO[C@@H]1CN(C)C(=O)c1ccccc1	-1.8	5&-2	-3&3	-6&1	-5&26	0&11	-2&-6	0.0&0.3
CCOC(=O)C1=C(C)NC(C)=C(C(=O)OCC)C1C(=O)OCC(=O)NCc1ccc(F)cc1	-0.5	-2	4	-10	-6	-4	8	0.0
Cc1noc(C)c1S(=O)(=O)N(C)C[C@@H]1OCCCC[C@H](C)Oc2ccc(NS(=O)(=O)c3ccccc3)cc2C(=O)N([C@H](C)CO)C[C@H]1C	/	2	-5	/	11	23	/	0.0
O=[N+]([O-])c1cc(-c2ncccn2)cs1	/	/	3	/	-1	-12	-4	0.1
O=C(Nc1ccccc1C(F)(F)F)c1ncn[nH]1	/	-9	3	/	1	-12	0	-0.1
C[C@@H]1CN([C@@H](C)CO)C(=O)c2cc(NS(=O)(=O)c3ccc(Cl)cc3)ccc2O[C@H]1CN(C)Cc1ccc(Oc2ccccc2)cc1	0.1	/	11	-16	-1	0	5	0.2
CC(C)(C)NC(=O)C1c2ccccc2OCC(=O)N1C1CC1 (stereo unspecified)	-0.2	-4	-4	/	-3	-12	/	-0.1
O=C(COC(=O)c1ccc(N2CCCC2=O)cc1)Nc1ccccc1	0.1	2	-3	-1	-7	-12	-5	0.2
Cc1ccccc1-c1cc2nc(C)c(C)c(=O)n2[nH]1	0.2	6	-88	-1	-13	-10	36	0.2
CCOc1cccc(CNCCSc2nnnn2C)c1	/	5	5	-13	6	-9	5	0.0
c1ccc(CSC2=NNC(c3ccccn3)S2)cc1 (stereo unspecified)	/	2	13	/	-3	-3	/	0.2
O=C(Cc1ccc(Cl)cc1)Nc1ccccc1N1CCN(C(=O)c2ccccc2)CC1	-0.5	-8	/	3	-3	-18	-1	-0.1
CC(C)CN(C(=O)CCNC(=O)c1ccc(Cl)cc1)c1c(N)n(CC(C)C)c(=O)[nH]c1=O	0.3	1	-5	12	-6	-15	-11	0.7
O=C(C[C@H]1CC[C@@H](NC(=O)Nc2ccccc2F)[C@H](CO)O1)NCc1ccccc1	-0.2	/	-27	3	0	-6	1	-0.1
COc1ccc(NC(=O)CSc2nccn2Cc2ccccc2)cc1	0.8	-7	-54	17	24	-14	33	0.2
O=C(NCC(=O)N1CCC2(CC1)NCCc1[nH]cnc12)c1ccc(Br)cc1	/	14	/	-9	-1	-9	3	0.5
COc1cccc(CC(=O)OCC(=O)Nc2c(C)nn(-c3ccccc3)c2C)c1	0.4	2	-9	-7	2	5	7	0.2
S=C(Nc1ccccc1Cl)NC1CCC(NC(=S)Nc2ccccc2Cl)CC1 (stereo unspecified)	-0.1	-2	12	/	-5	-29	/	0.0
C[C@@H]1CN([C@@H](C)CO)S(=O)(=O)c2ccc(-c3ccccc3F)cc2O[C@@H]1CN(C)C	0.0	/	-14	5	-3	1	-10	-1.2
CCS(=O)(=O)Nc1ccc2c(c1)C(=O)N(C)C[C@H](OC)[C@H](C)CN(C(=O)NC(C)C)[C@H](C)CO2	0.0	-20	-1	-3	5	22	-4	0.4

# Another view of 4 compounds above.
> O=C(Nc1c[nH]c(=O)[nH]c1=O)c1ccccc1Cl
  E-sel inducer = /	FN deposit inh = -9	EWS-Fli block = 1	RAD54 branch = 6	S100A4 inh HTS = 4	RAD52 inh = 0	esBAF inh = 4	XiGFP reactiv = 0.0

> CCOC(=O)C1=C(C)NC(C)=C(C(=O)OCC)C1C(=O)OCC(=O)NCc1ccc(F)cc1
  E-sel inducer = -0.5	FN deposit inh = -2	EWS-Fli block = 4	RAD54 branch = -10	S100A4 inh HTS = -6	RAD52 inh = -4	esBAF inh = 8	XiGFP reactiv = 0.0

> C[C@@H]1CN([C@@H](C)CO)C(=O)c2cc(NS(=O)(=O)c3ccc(Cl)cc3)ccc2O[C@H]1CN(C)Cc1ccc(Oc2ccccc2)cc1
  E-sel inducer = 0.1	FN deposit inh = /	EWS-Fli block = 11	RAD54 branch = -16	S100A4 inh HTS = -1	RAD52 inh = 0	esBAF inh = 5	XiGFP reactiv = 0.2

> O=C(COC(=O)c1ccc(N2CCCC2=O)cc1)Nc1ccccc1
  E-sel inducer = 0.1	FN deposit inh = 2	EWS-Fli block = -3	RAD54 branch = -1	S100A4 inh HTS = -7	RAD52 inh = -12	esBAF inh = -5	XiGFP reactiv = 0.2

# Next section:
compound	E-sel inducer	FN deposit inh	EWS-Fli block	RAD54 branch	S100A4 inh HTS	RAD52 inh	esBAF inh	XiGFP reactiv
COc1cc(OC)nc(Nc2nc(C(N)c3ccccc3)cs2)n1 (stereo unspecified)	0.6	/	-3	7	-7	-26	-2	-0.1
COc1cccc(OC)c1C(=O)OCC(=O)N1CC(C)CC(C)C1 (stereo unspecified)	0.7	2	-12	2	-2	-19	-4	0.0
COCCSc1ccccc1C(=O)Nc1ccc([N+](=O)[O-])cc1OC	0.1	-7	0	/	2	-9	/	0.0
OCCC#Cc1ccc(CN2CCN(Cc3ccsc3)C(CCO)C2)cc1 (stereo unspecified)	1.6	3	2	-9	0	-12	-5	0.0
CO[C@H]1CN(C)C(=O)c2cc(NC(C)=O)ccc2OC[C@@H](C)N(Cc2ccncc2)C[C@H]1C	-0.2	-1	6	12	-19	6	-5	-0.2
CC(C)(C)N1C(=O)c2ccc(C(=O)Nc3ccc(C(=O)O)cc3)cc2C1=O	0.0	8	-3	7	-4	-11	-2	0.4
CCOc1cc(/C=N/NC(N)=O)cc(Br)c1OCC(=O)Nc1ccccc1C	0.0	-2	/	5	/	/	1	/
COc1ccc(C#Cc2cnc3c(c2)C(=O)N([C@H](C)CO)C[C@@H](C)[C@@H](CN(C)C(=O)CN(C)C)O3)cc1	0.0	-3	-5	-1	9	17	2	0.0
O=C(C[C@@H]1CC[C@H]2[C@@H](COC[C@@H](O)CN2Cc2ccc(F)cc2)O1)NCCc1ccccc1	0.0	5	-2	-1	4	-4	1	0.4
C[C@H]1CCCCO[C@@H](CN(C)CC2CCCCC2)[C@@H](C)CN([C@@H](C)CO)C(=O)c2cc(NS(=O)(=O)c3cn(C)cn3)ccc2O1	1.0	/	-5	5	4	13	-4	-1.1
O=C(Nc1ccc(Cl)cc1)N[C@@H]1CC[C@H](CCn2cc(-c3ccccc3F)nn2)O[C@@H]1CO	-0.3	6	3	0	5	-11	3	0.5
COc1ccc(C2c3[nH]c4ccccc4c3C[C@H]3C(=O)N(C)CC(=O)N23)cc1OC (stereo partly specified)	-0.1	5	15	-7	-3	-6	5	0.2
COCCn1c(C)cc(C(=O)COC(=O)c2ccc(S(=O)(=O)N(C)C)cc2)c1C	0.0	8	-2	-1	3	-3	-2	0.1
Cn1cnnc1SCCNS(=O)(=O)c1cccc([N+](=O)[O-])c1	/	6	-2	0	-5	-12	/	0.3
N#C[C@H]1N[C@H](CO)[C@H]1c1ccc(C2=CCCC2)cc1	-0.3	8	1	5	-21	-2	2	0.0
O=C(C[C@@H]1C[C@@H]2c3cc(NC(=O)C4CCOCC4)ccc3O[C@@H]2[C@H](CO)O1)NCCc1ccccc1	0.3	4	-5	9	24	1	-7	0.2
CCOc1ccc(NC(=O)NC2CCCCCCC2)cc1	/	0	-101	-6	-2	-4	59*	0.5
C/[N+]([O-])=C\c1cccc(OCCN2CCN(c3ncc(C(F)(F)F)cc3Cl)CC2)c1	0.0	2	14	-4	6	-24	-7	0.0
O=C(NC1CCN(Cc2ccccc2)CC1)c1ccc(CS(=O)c2ccccc2Cl)o1 (stereo unspecified)	-0.2	-14	-4	-7	35	-25	5	0.1
CCC(=O)N(C)C[C@H]1Oc2cc(-c3cccc(C#N)c3)ccc2S(=O)(=O)N([C@H](C)CO)C[C@@H]1C	-0.4	6	3	-9	10	8	-3	0.0
CCCCc1nc2sc3c(SCCN(C)C)ncnc3c2c2c1CCC2	/	-4	11	/	4	60*	/	-0.1
CCOC(=O)COc1ccc(S(=O)(=O)NC2CC2)cc1	/	-3	-6	-6	-16	-3	-12	-0.1
COc1ccc(NC(=O)/C=C/c2ccc(C)o2)cc1S(=O)(=O)N1CCOCC1	1.6	3	-7	/	-1	-47	/	0.3
Cn1c(SCC(=O)NC2CCCCC2)nnc1-c1ccccc1O	-3.6	16	20	1	-4	9	/	0.1
CN(C)C(=O)C[C@@H]1C[C@H]2c3cc(NC(=O)CC4CC4)ccc3O[C@H]2[C@@H](CO)O1	0.0	/	1	2	4	11	-1	0.1
COc1cccc(CNC(=O)COC(=O)CNC(=O)c2ccc(-c3ccccc3)cc2)c1	-0.2	-3	-3	7	1	-8	-1	0.1
C=CCOc1ccc(/C=N/O)cc1Cl	/	8	/	0	/	/	-11	0.1
COc1ccc2cc(/C=N/NC(=O)c3c(Cl)cnn3C)c(Cl)nc2c1	1.0	-3	/	-1	/	/	/	0.3
S=c1[nH]c2ccccc2n1CCc1ccncc1	0.4	0	4	/	-8	-10	/	0.4

# Compound activity from PubChem BioAssay.
